HEK293 NOD2/NF-kB: NOD2 signaling inhibitors, cell-based, luminescence, uHTS, HEK293 (AID 1566) | HEK293 NOD2/NF-kB luciferase reporter, luminescence; higher % means a stronger effect | one-dose inhibition, % at 4 µM; EC50 in µM for titrated hits | hit rate 0.63% among 290,000; further: many of its hits are not listed in these tables
NOD1 NF-kB reporter: NOD1 signaling inhibitors, primary screen, cell-based, luminescence, uHTS (AID 1578). NOD1-driven NF-kB luciferase reporter cells, luminescence; higher % means a stronger effect. inhibition, % at 4 µM, or EC50 in µM where a hit was titrated. hit rate 1% among 290,000; in the data active means inhibition mostly above about 36%, no sharp cut-off; inactive means mostly below about 34%;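 further: HEK-293T reporter cells stimulated with the NOD1 agonist gamma-tri-DAP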
HIV peptide binding: cell-free HIV fusion peptide-binding blockers – biochemical, uHTS, fluorescence dequenching, primary screen (AID 1986) | cell-free peptide binding, fluorescence dequenching, 30 min; higher % means a stronger effect | inhibition, % at 20 µM, or IC50 in µM where a hit was titrated | hit rate 0.3% among 290,000; in the data active means inhibition mostly above about 52%, no sharp cut-off; inactive means mostly below about 76%; further: some results filed as inactive read as strong as hits
AID2073: inhibitors of Mint1-CaV2.2 protein interaction, biochemical, HTRF (AID 2073); HTRF protein-protein interaction, Mint1-CaV2.2; higher % means a stronger effect; one-dose inhibition, % at 20 µM; IC50 in µM for titrated hits; hit rate 0.19% among 290,000; in the data active means inhibition mostly above about 51%, no sharp cut-off; inconclusive means no clear call, values can overlap the other calls; inactive means mostly below about 53%; further: some results filed as inactive read as strong as hits
Dengue-2 NS5 capping: flavivirus cap methylation enzyme inhibition – biochemical, confirmation dose response, primary screen (AID 588689); Dengue-2 NS5 methyltransferase capping enzyme assay, biochemical; higher % means a stronger effect; inhibition, % at 25 µM; hits with a dose series show IC50 in µM; hit rate 0.3% among 340,000; in the data active means a potency from the dose series; inconclusive means inhibition above about 29% without an active follow-up result
Yfh1-off respiration: mitochondrial function rescue without frataxin homolog – Friedreich's ataxia, plus single-dose screen, dose response (AID 1465). S. cerevisiae Yfh1-off respiration, WST-1 reduction, 72 h; higher fold induction means a stronger effect. fold induction at 50 µM; hits with a dose series show EC50 in µM. hit rate 0.074% among 220,000;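 active means fold induction of absorbance versus untreated yeast above a set limit, then at least 30% activation at any dose in follow-up; inconclusive means repeats straddling the limit, or above it without dose testing; inactive means fold induction below the set limit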;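 further: activators that raise dye reduction in frataxin-depleted yeast; strong numbers were not always called active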
KOR beta-arrestin-1: kappa opioid receptor activators – cell-based, luminescence, uHTS, primary screen (AID 1777); KOR beta-arrestin recruitment, luminescence; higher % means a stronger effect; activation, % at 10 µM, or EC50 in µM where a hit was titrated; hit rate 0.02% among 280,000; in the data active means activation above about 50%, passing the limit was not always enough; further: a part of the inactive calls stands beside numbers as strong as those of hits
West Nile virus CPE: West Nile virus antiviral activity, cell-based, CPE readout (AID 1621) | West Nile virus-infected cells, CPE inhibition; higher % means a stronger effect | CPE inhibition, % at 10 µM, or IC50 in µM where a hit was titrated | hit rate 0.02% among 290,000; in the data active means a potency from the dose series; inconclusive means CPE inhibition mostly from about 3.7% at the one dose, without a potency; inactive means the rest, 99 in 100 with CPE inhibition below about 2.2%; further: strong numbers were not always called active
KOR beta-arrestin-2: kappa opioid receptor blockers – cell-based, luminescence, uHTS (AID 1778); KOR beta-arrestin recruitment, luminescence, antagonist mode; higher % means a stronger effect; inhibition, % at 10 µM; hits with a dose series show IC50 in µM; hit rate 0.091% among 290,000; further: strong numbers were not always called active
Dengue-2 NS5 capping pilot replicate: also measured in Dengue-2 NS5 capping; calls as there; inhibition, %; measured here: pilot screen replicate inhibition
Numbers without * were called inactive; i = inactive; ? = inconclusive; / = not tested or not shown; [ ] = another dose, or the depositor's remark. Unless noted, no stated cut-off is given here; in the data, active means inhibition above about 50%; inactive means the rest. Not all compounds are listed, so the mix of outcomes need not match the whole.

SMILES	HEK293 NOD2/NF-kB	NOD1 NF-kB reporter	HIV peptide binding	AID2073	Dengue-2 NS5 capping	Yfh1-off respiration	KOR beta-arrestin-1	West Nile virus CPE	KOR beta-arrestin-2	others
COc1ccc(-c2nc(CN3CCN(c4ncnc5ccccc45)CC3)c(C)o2)c(OC)c1	5.5µM*	5.2µM*	-0.2%	26%	-15%	i	/	-1.6%	-30%[20 µM]
O=C(Cc1ccc(N(CCCl)CCCl)cc1)NC(Cc1ccc(Cl)cc1)C(=O)O (stereo unspecified)	-2%	20%	7.9%	2%	-6%	/	1.0%	-0.5%	-9%
Cc1ccc2c(c1)N(C(=O)CCC(=O)N1CCC3(CC1)OCCO3)CC(C)O2 (stereo unspecified)	10%	3%	0.7%	7%	2%	/	7.2%	-0.2%	-12%
O=C(c1c[nH]c2ccc(S(=O)(=O)N3CCC4(CC3)OCCO4)cc2c1=O)N1CCC2(CC1)OCCO2	2%	-16%	1.6%	3%	-8%	i	3.3%	0.7%	3%
Cc1cc(OCC(=O)O)c2c3c(c(=O)oc2c1)CCCC3	-16%	-10%	2.4%	23%	-3%	i	10%	0.3%	-10%
Clc1ccc(CNCCc2ccc3c(c2)OCO3)cc1	-83%	-3%	-0.2%	12%	-7%	/	1.1%	-0.6%	12%
CN(C)c1ccc(C=C2C(=O)NC(=S)NC2=O)cc1[N+](=O)[O-]	16%	-51%	13%	14%	13µM*	i	-1.8%	-0.1%	14%
Cc1ccc(-n2c(C)cc(/C=C3\C(=O)NC(=O)N(C)C3=O)c2C)cc1C	5%	-1%	31%	4%	15%	i	0.0%	-0.6%	17%
Cc1cccc(N2C(=O)NC(=O)/C(=C/c3cc4c(cc3[N+](=O)[O-])OCO4)C2=O)c1	3%	-22%	61%	37%	?	i	-0.9%	1.3%	6%
NC1=NC(=O)C(c2ccccc2)O1 (stereo unspecified)	13%	-8%	-0.9%	5%	/	/	0.2%	/	14%
NCC(CC(=O)O)c1ccc(Cl)cc1 (stereo unspecified)	-2%	-11%	3.0%	-7%	-1%	i	4.1%	0.0%	34%
COC(=O)C1=CO[C@@H](C)[C@@H]2CN3CC[C@@]4(C(=O)Nc5ccccc54)[C@@H]3C[C@H]12	19%	-9%	0.2%	-9%	10%	i	-0.1%	-0.3%	15%
CCN1CCN(S(=O)(=O)c2cnc(Cl)c(Br)c2)CC1	8%	-7%	1.2%	1%	1%	i	-4.7%	-0.7%	31%
Cc1cc(OCC(=O)N2CCC(C(=O)O)CC2)c2c3c(c(=O)oc2c1)CCCC3	17%	-6%	1.4%	28%	-1%	/	0.5%	0.4%	6%[20 µM]
COc1ccc(Cn2c(O)c(C=NCCN3CCOCC3)c(=O)[nH]c2=O)cc1	2%	-42%	-3.0%	11%	-2%	i	2.9%	0.1%	-14%
CCOP(=O)(OCC)C(NC(=O)c1ccccc1Cl)=C(Cl)Cl	-2%	-10%	-0.5%	2%	4%	i	2.3%	0.0%	21%
CCCOC(=O)c1c(N)n(Cc2cccs2)c2nc3ccccc3nc12	1%	-7%	2.0%	30%	-3%	i	1.7%	0.4%	2%	Dengue-2 NS5 capping pilot replicate=1.2
COc1ccc(CCn2c(O)c(C=NCCCO)c(=O)[nH]c2=O)cc1OC	12%	7%	-0.4%	-7%	1%	i	-1.4%	0.4%	12%
O=C(CN1CCOCC1)Nc1ccc(Br)cc1C(=O)c1ccccc1	6%	-18%	0.8%	2%	1%	i	-4.2%	-0.7%	17%
CCCCn1c(=O)c(C(=O)Nc2ccccc2)c(O)c2ccccc21	13%	14%	0.4%	23%	1%	i	/	-0.8%	-44%[20 µM]
CCCCCCCn1ccc(=N)cc1	8.2µM*	6.1µM*	-1.1%	-6%	-14%	i	-1.8%	1.2%	-12%
CCC1C(C#N)=C(N)Oc2c1c(=O)oc1ccccc21 (stereo unspecified)	6%	1%	-0.3%	12%	2%	/	5.2%	-0.5%	2%
CC(C)(C)C(=O)c1cn(CC(=O)NCc2ccco2)c2ccccc12	-34%	-39%	0.9%	4%	-10%	i	-3.3%	-0.2%	12%[20 µM]
CN1C2CCC1CC(OC(=O)c1ccc(Cl)cc1)C2 (stereo unspecified)	30%	15%	-2.2%	9%	1%	i	1.3%	0.4%	14%
CN1CC(C#N)C2(O)c3ccccc3CCC2C1 (stereo unspecified)	-16%	-27%	0.4%	8%	1%	/	-5.9%	0.6%	21%[20 µM]

Of the compounds above, 2 contain a nitro group on carbon:
SMILES	HEK293 NOD2/NF-kB	NOD1 NF-kB reporter	HIV peptide binding	AID2073	Dengue-2 NS5 capping	Yfh1-off respiration	KOR beta-arrestin-1	West Nile virus CPE	KOR beta-arrestin-2	others
CN(C)c1ccc(C=C2C(=O)NC(=S)NC2=O)cc1[N+](=O)[O-]	16%	-51%	13%	14%	13µM*	i	-1.8%	-0.1%	14%
Cc1cccc(N2C(=O)NC(=O)/C(=C/c3cc4c(cc3[N+](=O)[O-])OCO4)C2=O)c1	3%	-22%	61%	37%	?	i	-0.9%	1.3%	6%

Additional records.
SMILES	HEK293 NOD2/NF-kB	NOD1 NF-kB reporter	HIV peptide binding	AID2073	Dengue-2 NS5 capping	Yfh1-off respiration	KOR beta-arrestin-1	West Nile virus CPE	KOR beta-arrestin-2	others
CCOC(=O)C1C2c3ccccc3O[C@@]1(C)N=C1SCC(=O)N12 (stereo partly specified)	3%	-8%	-0.8%	-6%	-2%	i	3.4%	0.5%	-19%
c1ccc(CCn2nnnc2CN2CCC(n3nnc4ccccc43)CC2)cc1	-14%	9%	-2.3%	-4%	1%	i	/	-0.4%	/
CN1CCC(OC(=O)c2cccc(F)c2)CC1	-9%	-6%	0.0%	?	1%	/	-5.0%	-0.6%	-1%
Cc1c(Cl)cccc1NC(=S)N1CC2CC(C1)c1cccc(=O)n1C2 (stereo unspecified)	3%	-4%	-2.1%	-21%	-3%	i	-1.0%	-0.9%	-48%
CCCC12CN3CC(CCC)(CN(C1)C3c1ccccn1)C2=O (stereo unspecified)	13%	/	-1.3%	2%	-8%	i	1.4%	-0.5%	22%
Cc1cc(C)nc(-n2c(C)nc3cc(Cl)ccc3c2=O)c1	12%	-4%	-0.4%	6%	-3%	i	-1.2%	0.6%	-26%
O=c1c2ccccc2nc(C[n+]2ccccc2)n1-c1cccc(C(F)(F)F)c1	2%	-24%	1.0%	2%	1%	i	/	0.3%	-22%[20 µM]
CN1C(=O)C(=Cc2ccc(Sc3ccccc3)o2)C(=O)N(C)C1=O	0%	13%	16%	50%	12%	i	-1.8%	0.2%	-68%[20 µM]
CC1=C(C(=O)Nc2ccccc2)S(=O)(=O)CCO1	-17%	-2%	0.5%	2%	-2%	i	2.4%	1.7%	5%
CN1CCN(c2ccc(C(N)=O)cc2[N+](=O)[O-])CC1	15%	-8%	-0.2%	2%	-5%	i	8.0%	-0.4%	-21%
Fc1ccc(Cn2nnnc2C(c2ccc(Cl)cc2)N2CC=C(c3ccc(F)cc3)CC2)cc1 (stereo unspecified)	-33%	-30%	-1.9%	0%	-10%	i	0.3%	-0.9%	0%
Fc1ccc2c(c1)nnn2C1CCN(Cc2c(Cl)cccc2Cl)CC1	-8%	24%	3.1%	6%	/	i	/	-0.5%	/
O=C(/C=C/C=C/c1ccccc1)CC1(O)C(=O)Nc2ccccc21 (stereo unspecified)	-2%	-11%	-2.2%	-7%	-10%	i	-3.9%	0.2%	14%
Cc1nn(Cc2ccccc2Cl)c(C)c1C(=O)OCC(=O)NC1CCS(=O)(=O)C1 (stereo unspecified)	6%	-12%	-0.2%	-4%	-7%	i	4.5%	-0.5%	-5%
COc1ccccc1N1CCNCC1	-8%	-2%	0.8%	12%	3%	i	-1.8%	-0.2%	17%
O=C(C[N+]12CCC(CC1)C(CO)C2)c1ccc([N+](=O)[O-])cc1 (stereo unspecified)	21%	-26%	-0.9%	-3%	-2%	i	-3.7%	-0.5%	-11%
CCOC(=O)c1c(-n2c(C)cc(C=C3C(=O)NC(=S)NC3=O)c2C)sc2c1CCCC2	1%	31%	41%	15%	30%	i	-1.3%	0.3%	5%
CSc1nc2ccc(C)cc2c(=O)n1-c1cccnc1	5%	1%	-0.7%	31%	-3%	i	-1.3%	0.0%	19%
O=C1NC(=O)N(c2ccc3c(c2)OCO3)C(=O)/C1=C\c1ccc(-c2ccccc2C(=O)O)o1	-39%	-15%	22%	24%	>100µM*	i	-3.7%	0.2%	11%
c1ccc(-c2ccc(-c3n(-c4ccccn4)c4ccccc4[n+]3-c3ccccn3)cc2)cc1	-9%	-17%	-0.1%	8%	-4%	i	-3.3%	-1.5%	16%
Cc1ccnc(-n2c(C)cc(/C=C3\C(=O)NC(=S)N(C)C3=O)c2C)c1	8%	-12%	27%	1%	13%	i	-0.7%	-0.4%	-2%
O=c1[nH]c(=O)n(CCc2ccc(F)cc2)c(O)c1/C=N/N1CCCCC1	10%	-2%	5.6%	-4%	-3%	i	-0.3%	0.1%	16%
CC(C(=O)c1c[nH]c2ccccc12)N1CCSCC1 (stereo unspecified)	22%	15%	-1.2%	-7%	0%	i	-1.8%	0.7%	14%
CC1CC(OC(=O)c2ccccc2)(c2ccccc2)C(C)CN1C (stereo unspecified)	0%	11%	-3.0%	-4%	4%	i	9.1%	0.4%	11%
Cc1ccc(S(=O)(=O)NCCC(=O)Nc2ccc(Cl)cc2C(=O)c2ccccc2)cc1	-4%	-12%	-1.7%	2%	-7%	i	-1.9%	-1.1%	-24%

4 entries drawn at random from those above:
SMILES	HEK293 NOD2/NF-kB	NOD1 NF-kB reporter	HIV peptide binding	AID2073	Dengue-2 NS5 capping	Yfh1-off respiration	KOR beta-arrestin-1	West Nile virus CPE	KOR beta-arrestin-2	others
Fc1ccc(Cn2nnnc2C(c2ccc(Cl)cc2)N2CC=C(c3ccc(F)cc3)CC2)cc1 (stereo unspecified)	-33%	-30%	-1.9%	0%	-10%	i	0.3%	-0.9%	0%
Cc1nn(Cc2ccccc2Cl)c(C)c1C(=O)OCC(=O)NC1CCS(=O)(=O)C1 (stereo unspecified)	6%	-12%	-0.2%	-4%	-7%	i	4.5%	-0.5%	-5%
c1ccc(-c2ccc(-c3n(-c4ccccn4)c4ccccc4[n+]3-c3ccccn3)cc2)cc1	-9%	-17%	-0.1%	8%	-4%	i	-3.3%	-1.5%	16%
CN1C(=O)C(=Cc2ccc(Sc3ccccc3)o2)C(=O)N(C)C1=O	0%	13%	16%	50%	12%	i	-1.8%	0.2%	-68%[20 µM]

Three entries from above, ordered by number of heavy atoms, ascending.
SMILES	HEK293 NOD2/NF-kB	NOD1 NF-kB reporter	HIV peptide binding	AID2073	Dengue-2 NS5 capping	Yfh1-off respiration	KOR beta-arrestin-1	West Nile virus CPE	KOR beta-arrestin-2	others
CN1CCC(OC(=O)c2cccc(F)c2)CC1	-9%	-6%	0.0%	?	1%	/	-5.0%	-0.6%	-1%
CCOC(=O)C1C2c3ccccc3O[C@@]1(C)N=C1SCC(=O)N12 (stereo partly specified)	3%	-8%	-0.8%	-6%	-2%	i	3.4%	0.5%	-19%
Cc1c(Cl)cccc1NC(=S)N1CC2CC(C1)c1cccc(=O)n1C2 (stereo unspecified)	3%	-4%	-2.1%	-21%	-3%	i	-1.0%	-0.9%	-48%
